# aGlu spleen mod: inhibits or activates alpha-glucosidase in human spleen homogenate; human spleen homogenate, 4-MU-alpha-glucoside fluorescence; Potency, µM (highest dose often 79.9 µM), for inactives: at the top dose activity change, negative = inhibition, actives largely listed as inhibitors; hit rate 0.006% among 240,000;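 further: 0% = enzyme with vehicle and -100% = no enzyme basal signal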
#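 Compounds were titrated against alpha-glucosidase in spleen homogenate at pH 5.0, with 1 mM 4-methylumbelliferyl substrate for 40 min at 37 C. Reactions were quenched with pH 10 NaOH/glycine and fluorescence measured.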
# GAA inh: inhibitors of human lysosomal alpha-glucosidase | AID 1466 | hit rate 0.005% among 200,000 | purified human GAA, 4-MU-alpha-glucoside fluorescence | Potency, µM (series often up to 76.9 µM), inactives show at the highest dose activity change, negative = inhibition, most hits filed as inhibitors | P10253;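 further: plate controls were uninhibited enzyme wells for no effect and no-enzyme background for full effect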
#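 Fluorogenic assay: 4 nM human alpha-glucosidase with 400 uM 4-methylumbelliferyl-alpha-D-pyranoside in 50 mM citrate/phosphate, 0.005% Tween-20, pH 5.0, 20 min at room temperature. Compounds tested up to 77 uM; AC50 from Hill fits.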
# GAA glycogen: GAA glycogen-cleavage inhibition or activation. hit rate 0.38% among 300,000. Potency, µM (top dose mostly 76.4 µM), for inactives: at the highest dose activity change, negative = inhibition, usual class: inhibitors. AID 2100. recombinant GAA, glycogen substrate, Amplex Red glucose oxidase fluorescence. P10253;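 further: 0% = full enzyme reaction and -100% = no-enzyme basal signal; the screen sought inhibitors and activators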
#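 Recombinant human alpha-glucosidase (4 nM final) hydrolysed bovine liver glycogen (30 ug) for 40 min at 37 C in pH 5.0 citrate/phosphate with 0.01% Tween-20. Released glucose detected by glucose oxidase/Amplex Red, Ex 573/Em 610 nm. Compounds up to 77 uM; AC50 from Hill fits.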
# ALDH1A1 block: ALDH1A1 (human) enzyme inhibition; hit rate 7.3% among 220,000; AID 1030; Purified ALDH1A1, NADH fluorescence, propionaldehyde substrate; P00352; Potency, µM (top dose mostly 75.3 µM), for inactives: top-dose activity, negative = inhibition, usual class: inhibitors; active means well fitted inhibition curve with a large enough effect, not every such curve was filed as active; inconclusive means small, poorly fitted or top-dose-only effect, or another doubt; inactive means no such curve, though single readings can be large or run the other way;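 further: plate controls were no enzyme wells and a reference inhibitor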
# Target sequence (P00352 whole entry, looked up): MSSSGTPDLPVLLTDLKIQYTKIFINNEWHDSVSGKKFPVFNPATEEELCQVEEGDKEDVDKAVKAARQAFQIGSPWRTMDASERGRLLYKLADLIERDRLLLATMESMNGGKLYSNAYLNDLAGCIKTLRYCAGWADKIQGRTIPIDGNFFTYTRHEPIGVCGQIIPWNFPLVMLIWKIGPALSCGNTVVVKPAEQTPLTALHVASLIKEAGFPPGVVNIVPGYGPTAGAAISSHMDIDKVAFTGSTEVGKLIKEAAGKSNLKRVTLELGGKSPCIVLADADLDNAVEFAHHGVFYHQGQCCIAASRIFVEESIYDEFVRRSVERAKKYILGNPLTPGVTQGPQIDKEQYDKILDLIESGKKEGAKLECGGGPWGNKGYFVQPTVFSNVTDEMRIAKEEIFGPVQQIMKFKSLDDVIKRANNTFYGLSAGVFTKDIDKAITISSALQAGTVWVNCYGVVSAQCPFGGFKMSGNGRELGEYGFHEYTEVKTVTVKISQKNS
# SMN2 splice enh: SMN2 splice variant enhancement. HEK293 SMN2-luciferase splicing reporter, luminescence, 30-36 h. Potency, µM (highest dose often 46.1 µM), for inactives: at the top dose activity change, positive = activation, usual class: activators. hit rate 2.8% among 210,000. AID 1458; further: % of control where 0% means no effect; nearly all actives have a fitted effect of over 55% in size
#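 HEK293 cells carry an SMN2 […]–luciferase reporter in which exon 7 inclusion puts luciferase in frame. Cells were plated 10-12 h before compound addition, then incubated 30-36 h at 37C. ONE-Glo luminescence was read; sodium butyrate at 4.5 mM final served as control.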
# RGS12 GoLoco inh: blocks human Gai1 binding to RGS12 GoLoco peptide, red readout | Potency, µM (highest dose often 61.6 µM), for the others: at the highest dose activity, negative = inhibition, usual class: inhibitors | P63096 | Gai1:RGS12 GoLoco peptide FP, rhodamine, 10 min | hit rate 0.44% among 230,000; active means well fitted inhibition curve with a large enough effect, not every such curve was filed as active; inactive means no such curve, though single readings can be large or run the other way; further: on the % scale 0 is the no-effect control and ±100 the full control effect; nearly all actives have a fitted effect of over 30% in size; many of its hits are not listed in these tables
# aGal spleen mod: alpha-galactosidase A (human) modulation; P06280; human spleen homogenate, 4MU-alpha-Gal fluorescence, 40 min; Potency, µM (series often up to 80 µM), for the others: at the highest dose activity change, negative = inhibition, hits mostly inhibitors; hit rate 0.008% among 240,000;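 further: 0% = enzyme with vehicle and -100% = no enzyme basal signal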
#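 Inhibition or activation of alpha-galactosidase in human spleen homogenate is scored by 4-MU fluorescence after 40 min at 37C, pH 5.0, with 1 mM substrate. AC50s come from concentration-response fitted to the Hill equation.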
# KDM4E inh: inhibitors of human JMJD2E histone demethylase | JMJD2E catalytic domain, FDH-coupled NADH fluorescence (FDH is formaldehyde dehydrogenase) | Potency, µM (titrated, usually from 57.1 µM), without a hit: at the highest dose activity change, negative = inhibition, most hits filed as inhibitors | hit rate 1.6% among 230,000 | AID 2147; active means well fitted inhibition curve with a large enough effect, not every such curve was filed as active; inconclusive means small, poorly fitted or top-dose-only effect, or another doubt; inactive means no such curve, though single readings can be large or run the other way;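 further: 0% = wells with enzyme and -100% = buffer wells without enzyme; nearly all actives have a fitted effect of over 50% in size; many of its hits are not listed in these tables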
# Target sequence (B2RXH2 1-337 limits assumed): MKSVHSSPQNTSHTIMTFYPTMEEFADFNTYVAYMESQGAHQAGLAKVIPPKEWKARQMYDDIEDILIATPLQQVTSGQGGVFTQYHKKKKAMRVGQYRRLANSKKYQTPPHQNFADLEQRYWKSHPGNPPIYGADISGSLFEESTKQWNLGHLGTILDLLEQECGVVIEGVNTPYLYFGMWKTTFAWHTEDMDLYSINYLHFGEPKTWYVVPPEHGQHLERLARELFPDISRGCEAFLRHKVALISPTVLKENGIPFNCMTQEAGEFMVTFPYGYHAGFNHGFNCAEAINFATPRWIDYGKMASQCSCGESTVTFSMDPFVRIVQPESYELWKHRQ
# * = called active by the depositor; ? = inconclusive; · = not tested or not shown; & = joins results of further samples; [ ] = dose if it differs, or a comment. Unless noted, the call rests on the fitted dose curve; in most records, active means well fitted curve in the direction sought with a large enough effect; inconclusive means small, poorly fitted or top-dose-only effect, or another doubt; inactive means no such curve, though single readings can be large; an effect the other way counts as inactive or inconclusive. Potency means the concentration at half of the fitted maximal effect.
# The line under a structure holds: aGlu spleen mod	GAA inh	GAA glycogen	ALDH1A1 block	SMN2 splice enh	RGS12 GoLoco inh	aGal spleen mod	KDM4E inh
c1ccn2c(SCc3cn4ccsc4n3)nnc2c1
    3%	6%	8%	-5%	14µM*	-9%	5%	-4%
Cn1c(SCC(=O)NCc2ccc(F)cc2)nc2ccccc21
    3%	9%	3%	11%	·	·	5%	-2%
CC(C)CC(=O)Nc1ccccc1N1CCN(C(=O)c2ccccc2)CC1
    1%	-1%	-1%	-3%	11%	-12%	-1%	-7%
Cc1[nH]nc2nc(SCC(=O)NCC3CCCO3)n(-c3ccc(Br)cc3)c(=N)c12 (stereo unspecified)
    -3%	-1%	1%	-6%	-12%	10%	-3%	1%
COc1ccc2cc3cc(C(=O)NCCN4CCc5ccccc5C4)oc3nc2c1
    ?	?	-4%	?	-34%[inhibitor]	19%	?	?
CC1(C)CC(NC2C3CC4CC(C3)CC2C4)CC(C)(C)N1 (stereo unspecified)
    7%	·	5%	·	·	-9%	4%	6%
CCC(=O)Nc1ccc2c(c1)C(=O)c1ccccc1C2=O
    -2%	3%	-5%	7.9µM*	11µM*	-4%	-7%	10%
CCC(=O)Nc1cccc(NC(=S)NC(=O)c2ccc(C)cc2)c1
    1%	1%	-11%	13µM*	10µM*	12%	1%	-7%
O=S(=O)(NC(=S)NC1CCCCC1)c1cccs1
    4%	-2%	-4%	5.6µM*	14%	-3%	3%	-1%
COc1ccccc1OCc1ccc(C(=O)NC(C)(C)C)o1
    -10%	-1%	6%	?	-28%	4%	-7%	-21%
N#CC1=C(N)Nc2ncnn2C1c1ccc(F)cc1 (stereo unspecified)
    -5%	-6%	28%	2%	5%	9%	-7%	-29%
NNC(=O)CCc1ccc(S(=O)(=O)N2CCOCC2)cc1
    2%	-5%	-7%	?	·	7%	3%	7%
COc1ccc(CCNC(=O)C2(C)CCC(=O)N2Cc2ccc3c(c2)OCO3)cc1OC (stereo unspecified)
    -4%	7%	3%	-4%	-1%	14%	6%	0%
c1ccc(OCCOc2ncnc3sccc23)cc1
    -12%	-6%	5%	-3%	?	13%	5%	3%
CCCn1c(=O)c(C(=O)NCc2ccncc2)c(O)c2ccccc21
    -5%	-5%	10%	-11%	?	-1%	-5%	-23%
COc1cc2c(cc1OC)C(C)N(C(=O)c1cc3c(s1)-c1c(C)cccc1OC3)CC2 (stereo unspecified)
    16%	?	-2%	?	-12%	-7%	?	?
CC(C)C(NS(=O)(=O)c1cccc2nsnc12)C(=O)N1CCc2ccccc2C1 (stereo unspecified)
    5%	-2%	-2%	?	-8%	7%	-9%	-1%
C=CCn1c(-c2ccccc2OC)n[nH]c1=S
    -3%	?	-3%	6%	-25%	-5%	0%	-3%
O=C(NCc1ccco1)/C(=C/C=C/c1ccccc1)NC(=O)c1ccco1
    3%	7%	-5%	-6%	-12%	9%	1%	2%
COc1ccccc1Cn1nnc2c(=O)[nH]c(C3CCN(C(=O)c4ccc(C)cc4)CC3)nc21
    -7%	4%	-5%	1%	-11%	-4%	-17%	-2%
O=S(=O)(NCc1cc(-c2ccccc2)no1)c1ccc(Cl)cc1
    8%	?	-8%	-2%	5%	9%	12%	-5%
COc1ccc(N(C(=O)c2ccc(C)cc2)S(=O)(=O)c2cccs2)cc1
    -19%	-13%	1%	?	24%	14%	-19%	-9%
O=[N+]([O-])c1ccc2nc(/C=C/c3ccc(Cl)cc3)[nH]c2c1
    0%	-10%	-12%	-11%	21%	11%	0%	1%
CCOc1ccccc1N1Cc2ccccc2C1
    -2%	-8%	-10%	?	19%	8%	6%	-1%
Cc1ccc(S(=O)(=O)N(C)c2ccc3sc(C)nc3c2)cc1
    11%	-6%	-8%	?	·	41%[activator]	-11%	-1%
Cc1ccc(CN2CCN(Cc3cnc(N4CCOCC4)s3)CC2CCO)o1 (stereo unspecified)
    0%	6%	4%	-13%	·	13%	1%	-7%
CCCCOC(=O)CSc1nc(N)c(C#N)c(-c2ccc(OCC)cc2)c1C#N
    -6%	-3%	1%	20µM*	?	-10%	-3%	?
CSCCC(NS(=O)(=O)c1ccc2c(c1)oc(=O)n2C)C(=O)NCc1ccccc1 (stereo unspecified)
    0%	·	4%	·	-4%	5%	21%	-4%
O=c1c2ccccc2nc(SCc2cn3ccsc3n2)n1-c1ccccc1
    -6%	-5%	-8%	?	29%	7%	2%	-1%
COCCn1c(=O)c(-c2cccs2)nc2cnc(Oc3ccccc3)nc21
    15%	·	·	?	·	-4%	18%	·
CC1=C(C(=O)OCC2CCCO2)C(c2coc3ccccc3c2=O)C2=C(CCCC2=O)N1 (stereo unspecified)
    5%	0%	4%	3%	-6%	-2%	10%	3%
COc1ccc(-c2csc3nc(-c4ccc(C)cc4)oc(=O)c23)cc1OC
    -2%	2%	-1%[76.3 µM]	-4%	-23%&-26%	-7%	-2%	-8%
COc1ccccc1N1CCN(C(=O)COc2cc(C)cc(C)c2)CC1
    -4%	-6%	-3%	4%	-6%	1%	-6%	7%
COc1ccc(-c2ccc(-c3noc(C)n3)c(OC)n2)cc1
    -3%	-2%	4%	?	51%	8%	15%	?
CCOC(=O)C1=C(O)/C(=C\c2cc(C)n(-c3ccc(F)cc3)c2C)N=C1C
    -2%	-9%	1%	9%	-19%	2%	0%	11%
Oc1ccccc1CNc1cccc2cccnc12
    6%	-2%	-26%	?	·	23%	5%	?
O=C(Cc1ccccc1[N+](=O)[O-])NCc1ccc(Cl)cc1Cl
    3%	8%	0%	5%	·	·	8%	-4%
CCOC(=O)C(NC(=O)Nc1cccc(C)n1)(OCC(F)(F)F)C(F)(F)F (stereo unspecified)
    2%	-11%	-7%	-3%	-12%	4%	3%	-4%
O=C1CCN(C2CCN(Cc3nc(Cc4ccccc4F)no3)CC2)CCN1
    -3%	-1%	12%	-8%	·	1%	3%	9%
COc1ccccc1OCc1nc(C#N)c(N2CCCC2)o1
    -2%	-9%	10%	?	·	55%[activator]	-1%	6%
O=C(NNC(=O)C1CCCCC1)C(=O)NC1CCCCC1
    -6%	-1%	0%	-8%	·	·	-3%	-6%
CC1C(C(=O)Nc2ccccc2)CCCC1(C)C(=O)O (stereo unspecified)
    -6%	5%	5%	0%	16%	-9%	0%	7%
CNC(=O)CC1C(=O)N(Cc2ccccc2)C(=S)N1NC(=O)c1cccc(F)c1 (stereo unspecified)
    -7%	-3%	-22%	6%	1%	11%	-5%	9%
CN1CCN(C(=O)CN(c2cccc(Cl)c2)S(=O)(=O)c2ccccc2)CC1
    -9%	0%	1%	12%	-19%	5%	-9%	9%
COCCSc1nc(N)c(NC(=O)c2ccc(OC)cc2)c(=O)[nH]1
    -15%	1%	2%	6%	12%	-4%	-4%	-3%
CCC(=O)Nc1ccccc1C(=O)NC1CCCCC1
    -1%	0%	3%	6%	20%	5%	1%	-8%
CC(C)CNC(=O)NC1C(NC(=O)NCC(C)C)N(C)C(=O)N1C (stereo unspecified)
    -6%	-13%	1%	9%	-2%	-3%	-19%	?
O=C(N/C(=C/c1ccc(Br)cc1)C(=O)N1CCCC1=O)c1ccco1
    0%	?	13%	2%	-105%[inhibitor]	14%	2%	11%
COc1ccc(COc2cc(-c3cccc(OC)c3)nc3ccc(NC(C)=O)cc23)cc1
    1%&-6%	-12%[15.4 µM]	-6%	?	-52%[inhibitor]	6%&6%	16%&2%	?
O=C(Oc1cccc(-n2cnnn2)c1)c1ccccc1Cl
    0%	2%	12%	-1%	·	7%	5%	20%

# Going on with the list:
# The line under a structure holds: aGlu spleen mod	GAA inh	GAA glycogen	ALDH1A1 block	SMN2 splice enh	RGS12 GoLoco inh	aGal spleen mod	KDM4E inh
C=CCOc1ccccc1C1NC(=O)NC(C)=C1C(=O)NCc1ccccc1 (stereo unspecified)
    -7%	4%	-1%	10%	2%	3%	-3%	5%
COC(=O)c1cc(=O)n(Cc2cccs2)c(=NCc2cccs2)s1
    6%	-5%	6%	0.32µM*	-25%	9%	-1%	8%
COCCCN(C(=O)c1ccco1)c1nc(-c2cc(OC)ccc2OC)cs1
    0%	-5%[15.4 µM]	7%	132%[activator]	-16%	11%	-3%	?
CC(C)C(=O)Nc1cccc(C(=O)OCC(=O)c2ccc(Cl)cc2Cl)c1
    -6%	?	3%	-12%	-7%	0%	-5%	5%
O=C(O)CC12CC3CC(C1)CC(n1cncn1)(C3)C2
    2%	3%	-3%	5%	-4%	-4%	4%	-2%
O=C(O)CCC(=O)Nc1nc(-c2ccccc2)cs1
    -1%	0%	7%	11%	0%	11%	-4%	13%
Cc1cc(NC(=O)CSc2ncccc2C(=O)O)no1
    -1%	?	17%	8%	·	3%	-7%	?
CSc1nc(-c2ccc(Cl)cc2)nn1S(=O)(=O)c1ccc(Cl)cc1
    -10%	2%	-2%	9%	11µM*	-3%	3%	-1%
Clc1cc(Cl)c(OCc2nc(-c3ccccn3)no2)cc1Cl
    -4%	-4%	1%	2%	11µM*	1%	3%	19%
CCCCOc1ccc(C(=O)N/C(=C/C=C/c2ccccc2)C(=O)O)cc1
    2%	5%	-17%	6%	5%	3%	2%	?
CN1C[C@@H]2C(c3ccc(C(F)(F)F)cc3)C3(c4cccnc4)CC2(C3)[C@H]1c1ccccc1 (stereo partly specified)
    4%&-5%	·	4%	1%	-10%	0%&0%	-1%&-2%	13%&-2%
Cc1ccc(C)n1-c1c(C(=O)NN)cnn1-c1ccccc1
    -4%	1%	-11%	3.2µM*	-19%	7%	-1%	18%

# Three of the entries above in order of their number in ALDH1A1 block, descending:
# The line under a structure holds: aGlu spleen mod	GAA inh	GAA glycogen	ALDH1A1 block	SMN2 splice enh	RGS12 GoLoco inh	aGal spleen mod	KDM4E inh
C=CCOc1ccccc1C1NC(=O)NC(C)=C1C(=O)NCc1ccccc1 (stereo unspecified)
    -7%	4%	-1%	10%	2%	3%	-3%	5%
Cc1cc(NC(=O)CSc2ncccc2C(=O)O)no1
    -1%	?	17%	8%	·	3%	-7%	?
Clc1cc(Cl)c(OCc2nc(-c3ccccn3)no2)cc1Cl
    -4%	-4%	1%	2%	11µM*	1%	3%	19%

# From PubChem BioAssay

# A portion of the library (hit frequency here may not be typical).
